ARNT-TACC3 inh – disruptors of ARNT/TACC3 protein interaction, primary screen, biochemical, AlphaScreen, single concentration; AlphaScreen His-ARNT PAS-B/GST-TACC3 binding, luminescence; TACC3 fragment carries E629A point mutation; inhibition, % at 9.99 µM; 390,000 compounds, 0.66% hits;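 active = mean inhibition of replicates at least 50% and at least half of replicates each reaching 50%; inconclusive = half or more replicates reach 50% but mean below 50%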;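 note: 0% = complete ARNT plus TACC3 wells and 100% = ARNT alone without TACC3; many hits fall short of the cut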
E-selectin induc – E-selectin induction in HUVECs, primary screen, imaging, HUVEC, immunofluorescence imaging, single point | P16581 | normalized: neutral wells 0, TNF-alpha wells 100 | activation, % at 7.58 µM | 260,000 compounds, 0.37% hits | AID 686992, 2013;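 active = mean E-selectin-positive cell signal at least 10% of the positive control, reached in at least 60% of replicates, without over 20% cell loss; inconclusive = no rule given, readout overlaps actives, possibly toxicity-flagged; inactive = the rest, including those meeting only one limit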;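 note: in these data hits start at about 27%; measured in HUVEC primary endothelial cells; signal is the percent of cells scored E-selectin positive by PE staining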
Target sequence (P16581 whole entry, looked up): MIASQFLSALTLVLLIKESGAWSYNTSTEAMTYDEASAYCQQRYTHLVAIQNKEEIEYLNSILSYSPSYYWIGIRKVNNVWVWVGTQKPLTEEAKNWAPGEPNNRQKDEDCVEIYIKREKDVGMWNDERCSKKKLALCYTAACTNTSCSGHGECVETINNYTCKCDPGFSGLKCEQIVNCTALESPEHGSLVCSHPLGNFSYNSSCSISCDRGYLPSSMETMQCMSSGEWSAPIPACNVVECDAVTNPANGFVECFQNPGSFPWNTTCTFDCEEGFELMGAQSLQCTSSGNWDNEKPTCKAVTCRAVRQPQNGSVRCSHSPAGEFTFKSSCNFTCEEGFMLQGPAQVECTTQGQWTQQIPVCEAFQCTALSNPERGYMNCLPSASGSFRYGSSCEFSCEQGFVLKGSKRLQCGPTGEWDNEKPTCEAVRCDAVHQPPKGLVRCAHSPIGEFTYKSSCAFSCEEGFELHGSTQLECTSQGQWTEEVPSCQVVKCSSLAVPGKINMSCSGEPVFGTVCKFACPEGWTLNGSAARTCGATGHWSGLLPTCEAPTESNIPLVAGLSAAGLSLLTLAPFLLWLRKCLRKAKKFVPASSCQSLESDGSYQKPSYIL
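material = human umbilical vein endothelial cells (HUVEC), E-selectin induction | quantity = 3,000 cells/well | medium = EGM-2 growth medium on 0.1% gelatin-coated wells | technique = immunofluorescence imaging | read-out basis = % PE-positive cells | control set = TNF-alpha positive control, DMSO neutral control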
esBAF inh – Bmi1 luciferase reporter increase in mESCs, primary screen, esBAF inhibitor project, mouse ES cells, Bmi1 luciferase knock-in, single point; 24 h; 100% = twice the neutral-well signal; AID 602393, 2012; reporter increase, % at 12.5 µM; 350,000 compounds, 2% hits; in the data active = activation above about 40%; inconclusive = no clear call, values can overlap the other calls;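 note: 0% = median of the plate's neutral control wells and 100% = double that signal; a rise in the Bmi1 reporter signal indicates esBAF inhibition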
ERp5 inh – inhibitors of ERp5-driven insulin aggregation, primary screen, biochemical, turbidity, absorbance 650 nm, single point. inhibition, % at 9.99 µM. 350,000 compounds, 0.05% hits. 90 min. Protein disulfide-isomerase A6 (Homo sapiens), Q15084. AID 651711, 2012;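 active = mean replicate inhibition above about 25%, with every replicate also reaching it, limit read from the data, passing the limit was not always enough; inconclusive = only one of those two criteria met; inactive = neither criterion met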
RAD54 branch – inhibitors of human RAD54 branch migration, primary screen, biochemical, fluorescence, single point | 360,000 compounds, 0.14% hits | inhibition, % at 10.4 µM | AID 602329, 2012 | DNA repair and recombination protein RAD54-like (Homo sapiens), Q92698 | RAD54 Holliday junction branch migration, FAM/BHQ fluorescence;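 active = mean normalized replicate activity at least 40 and at least half of replicates scoring 40 or more; inconclusive = only one of the two criteria met; inactive = mean below 40 and under half of replicates reaching 40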;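 note: 0% = median of neutral control wells and 100% = median of positive control wells; inhibitors cause a drop in the FAM fluorescence signal; in these data hits start at about 50%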
PglD DTNB – C. jejuni PglD acetyltransferase inhibitors, primary screen, biochemical, DTNB colorimetric, single point; inhibition, % at 12.5 µM; AID 602405, 2012; purified PglD enzyme, DTNB colorimetric CoA detection; 360,000 compounds, 0.098% hits; in the data active = inhibition above about 16%, passing the limit was not always enough; inconclusive = no clear call, values can overlap the other calls; note: strong numbers were not always called active
CASP6 VEID inh – human caspase-6 inhibitors, primary screen, biochemical, VEID-R110 fluorescence, single point, set 2. 350,000 compounds, 0.53% hits. purified caspase-6, Z-VEID-R110 cleavage fluorescence. inhibition, % at 12.5 µM. AID 686996, 2013;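 active = mean inhibition across replicates at least about 35%, with every replicate also reaching that limit, limit read from the data; inconclusive = only one of the two criteria met; inactive = neither criterion met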;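 note: 0% = median of neutral control wells and 100% = no fluorescence left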
Target sequence (P55212 24-179 limits assumed): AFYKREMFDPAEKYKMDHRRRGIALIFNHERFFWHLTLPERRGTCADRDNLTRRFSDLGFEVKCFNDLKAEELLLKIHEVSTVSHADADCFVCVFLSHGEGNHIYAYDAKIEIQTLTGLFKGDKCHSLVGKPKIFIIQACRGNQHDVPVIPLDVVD
Target sequence (P55212 194-293 limits assumed): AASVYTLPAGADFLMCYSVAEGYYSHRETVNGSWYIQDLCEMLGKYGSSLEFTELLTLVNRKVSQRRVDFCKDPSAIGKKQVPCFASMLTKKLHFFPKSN
RAD52 inh – RAD52 DNA annealing inhibitors, primary screen, biochemical, FRET, single point, set 2; recombinant RAD52 DNA annealing, FRET fluorescence; AID 651710, 2012; inhibition, % at 18.7 µM; DNA repair protein RAD52 homolog (Homo sapiens), P43351; 360,000 compounds, 0.46% hits;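 active = every replicate showing at least 50% inhibition; inconclusive = mean inhibition at least 50% but not in every replicate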
* marks the source's active call; other numbers are inactive results; ? = inconclusive; . = no result given; & = joins results of further samples.

SMILES | ARNT-TACC3 inh | E-selectin induc | esBAF inh | ERp5 inh | RAD54 branch | PglD DTNB | CASP6 VEID inh | RAD52 inh
CNC(=O)C[C@@H]1CC[C@H]2[C@@H](COC[C@H](O)CN2Cc2ccncc2)O1 | -3 | -0.1 | -4 | -8 | -4 | -4 | -2 | -21
CCCC#Cc1ccc2c(c1)O[C@H](CN(C)C(=O)c1ccccc1)[C@H](C)CN([C@@H](C)CO)S2(=O)=O | 21 | -0.1 | 4 | 4 | 5 | -4 | -2 | 3
COC(=O)CN1C(=O)Nc2ccc(Cl)cc2C1c1ccccc1 (stereo not given) | 37 | . | 7 | 1 | 8 | -1 | 0 | -17
CCOc1ccc2nc(NC(=O)Cc3cccs3)sc2c1 | 2 | . | 21 | . | -3 | 2 | . | .
N#Cc1c(Cl)nc(-c2ccncc2)nc1-c1ccccc1 | 2 | 0.0 | . | 0 | . | . | 0 | -10
COc1ccc(-c2ccc3c(c2)[C@H]2[C@H](CCN2C(=O)c2cccc(F)c2)[C@@H](CO)N3)cc1 | 22 | 1.2 | -3 | 3 | 5 | 0 | 2 | -19
COc1cccc(C(O)c2nc(-c3cccc(CO)c3)cs2)c1 (stereo not given) | . | 0.3 | 13 | -4 | -8 | -5 | 0 | 3
CCCN(CCC)CCCNc1ccc2nnc(-c3ccc(F)cc3)n2n1 | . | 0.2 | -1 | 3 | 18 | -7 | -8 | 9
CCCCNS(=O)(=O)c1ccc2nc(SCC(=O)Nc3ccccc3Cl)[nH]c2c1 | 18 | . | . | 1 | . | . | 5 | -9
O=C(COc1cccc2cccnc12)N/N=C1\SCC(=O)N1Cc1ccco1 | -2 | . | 6 | . | 0 | 3 | . | .
COc1ccccc1N/C(N)=N/c1nc(C)cc(C)n1 | 2 | 5.0 | . | 2 | . | . | 3 | 6
CN1CCSc2ccc(C(=O)NCc3cccc(Br)c3)cc21 | -3 | 0.1 | 2 | 2 | 4 | 3 | -2 | -19
Cc1noc2ncnc(Oc3ccc(C(C)(C)C)cc3)c12 | -9 | . | -7 | 1 | 0 | 0 | 1 | -6
O=C(COc1ccc(-n2cnnn2)cc1)Nc1ccc(F)cc1 | -10 | . | -1 | 0 | 5 | -3 | 1 | -5
CCCNC(=O)Nc1ccc2c(c1)OC[C@H](C)N(C(=O)C1CCC1)C[C@H](C)[C@@H](OC)CN(C)C2=O | -14 | 0.2 | -3 | ? | -5 | -2 | 3 | -1
CCC(=O)N1C[C@@H]2[C@H](c3ccccc31)[C@H](CO)N2C(=O)CC1CC1 | 1 | -0.1 | -6 | -1 | 4 | 0 | 3 | -4
COc1ccc(-c2cn(CC[C@@H]3CC[C@H](NC(=O)Nc4ccc(F)cc4)[C@H](CO)O3)nn2)cc1 | . | 0.1 | . | 5 | . | . | -2 | -2
CCOC(=O)C1=C(C)NC(=S)N(C=O)C1c1ccccc1 (stereo not given) | -1 | . | . | 2 | . | . | 1 | -3
Nc1cc(=O)[nH]c(SCC(=O)Nc2ccc(Cl)c(Cl)c2)n1 | 1 | . | 0 | . | 1 | -8 | . | .
COCCC(=O)NNS(=O)(=O)c1ccc(Cl)cc1 | -7 | . | . | 1 | . | . | -1 | -5
Cc1cc(C)c(S(=O)(=O)NC2CC3CCC2C3)c(C)c1 (stereo not given) | -18 | -0.2 | 5 | 3 | -20 | 5 | -6 | -10
CC(C)C(=O)N(Cc1cc2ccccc2[nH]c1=O)C(C)C | -7 | . | -2 | . | 8 | -5 | . | .
Cc1c(NC(N)=O)c(=O)n(-c2ccccc2)n1C | -4 | . | . | 1 | . | . | 1 | -5
CC12COC3(C(=O)Nc4cccnc4)CC1CCC32C (stereo not given) | -2 | -1.2 | -5 | . | 1 | -1 | . | .
CN1CCN(c2ncnc3c2ncn3[C@H]2CN(Cc3ccc(F)cc3)C[C@@H](CO)O2)CC1 | . | -0.1 | 2 | 4 | 2 | 0 | -3 | -2

Reformatted: 6 of the compounds above.
Values run as follows: ARNT-TACC3 inh, E-selectin induc, esBAF inh, ERp5 inh, RAD54 branch, PglD DTNB, CASP6 VEID inh, RAD52 inh
> CNC(=O)C[C@@H]1CC[C@H]2[C@@H](COC[C@H](O)CN2Cc2ccncc2)O1
  -3, -0.1, -4, -8, -4, -4, -2, -21
> CCCC#Cc1ccc2c(c1)O[C@H](CN(C)C(=O)c1ccccc1)[C@H](C)CN([C@@H](C)CO)S2(=O)=O
  21, -0.1, 4, 4, 5, -4, -2, 3
> COC(=O)CN1C(=O)Nc2ccc(Cl)cc2C1c1ccccc1 (stereo not given)
  37, ., 7, 1, 8, -1, 0, -17
> CCOc1ccc2nc(NC(=O)Cc3cccs3)sc2c1
  2, ., 21, ., -3, 2, ., .
> N#Cc1c(Cl)nc(-c2ccncc2)nc1-c1ccccc1
  2, 0.0, ., 0, ., ., 0, -10
> COc1ccc(-c2ccc3c(c2)[C@H]2[C@H](CCN2C(=O)c2cccc(F)c2)[C@@H](CO)N3)cc1
  22, 1.2, -3, 3, 5, 0, 2, -19

Next part.
SMILES | ARNT-TACC3 inh | E-selectin induc | esBAF inh | ERp5 inh | RAD54 branch | PglD DTNB | CASP6 VEID inh | RAD52 inh
CCOC(=O)C1(Cc2ccccc2C(F)(F)F)CCN(CC2CC2)CC1 | -15 | -0.1 | -6 | 8 | -25 | 1 | 6 | 4
COc1ccc(C(=O)NC(C(=O)NCCc2ccc3c(c2)OCCO3)C(C)C)cc1 (stereo not given) | 23 | . | . | -4 | . | . | -2 | -20
CSc1ccc(CCNC(=O)CCc2nnc3ccc(N4CCC5(CC4)OCCO5)nn23)cc1 | -2 | . | -4 | 5 | -7 | -2 | 5 | -7
CC1CN(Cc2ccccc2)C(C)CC1O (stereo not given) | -2 | -0.8 | -8 | 4 | 4 | 3 | -2 | -7
O=C1COc2ccc(OCc3ccc(F)cc3)cc21 | -25 | . | 22 | . | 4 | 3 | . | .
Cn1c(=O)c2c(nc(SCCN3CCOCC3)n2Cc2ccccc2)n(C)c1=O | 2 | . | -5 | . | -2 | 3 | . | .
Cc1ccc2cccc(OCc3ccc(Br)cc3)c2n1 | 1 | 0.7 | 7 | -1 | -11 | 3 | 1 | 6
O=C(O)C1CCN(S(=O)(=O)c2ccc(N3CCOCC3)c([N+](=O)[O-])c2)CC1 | 0 | . | 2 | -5 | -6 | -2 | 0 | -12
CO[C@H]1CN(C)C(=O)c2ccc(NC(C)=O)cc2OC[C@H](C)N(Cc2ccncc2)C[C@@H]1C | -6 | 0.7 | 2 | 12 | 6 | -1 | -2 | 2
CC(C)(CNC(=O)c1cccs1)CNC(=O)c1cccs1 | -5 | . | -1 | . | -3 | 0 | . | .
CCNC(=O)CCC(=O)Nc1cc(Cl)ccc1C | -6 | . | -4 | . | 0 | 2 | . | .
O=C(C[C@@H]1CC[C@@H]2[C@H](COC[C@H](O)CN2C(=O)Nc2ccc(F)cc2)O1)NCCc1ccccc1 | 6 | 0.1 | 8 | -3 | 13 | -8 | 0 | 0
Cc1cc(C)nc(-n2ncc3c2CC(c2ccc(C(C)C)cc2)CC3=O)n1 (stereo not given) | 1 | . | . | 0 | . | . | 4 | 1
C[n+]1cccc2ccc3c(c21)OC(N)=C(C#N)C3c1ccccc1 (stereo not given) | 27 | . | 3 | -6 | 7 | 0 | 38* | 6
CC(C)NC(=O)N(C)C[C@H]1OCCCC[C@@H](C)Oc2ccc(N(C)C)cc2C(=O)N([C@H](C)CO)C[C@@H]1C | -1&2 | -0.1&3.8 | -3&3 | 0&-4&-4 | 1&2&-9 | -4&4&5 | 16&8&-1 | -431&-39&-44
C[C@@H]1CN([C@H](C)CO)C(=O)c2cccc(NC(=O)NC3CCCCC3)c2O[C@@H]1CN(C)C(=O)Nc1ccccc1 | 5 | . | 6 | 4 | 6 | 11 | 2 | -3
Cc1ccc(S(=O)(=O)NCC(=O)OCC(=O)Nc2cccc(S(=O)(=O)N3CCOCC3)c2)cc1 | 10 | -0.4 | -6 | -12 | -12 | 9 | -5 | -3
O=CN1CCN(C(=O)C(=O)c2cn(CC(=O)N3CCCCC3)c3ccccc23)CC1 | -6 | 0.0 | . | -13 | 0 | -1 | -3 | -11
COCCCNC(=S)N(CCCN(C)C)Cc1cc2cc3c(cc2[nH]c1=O)OCCO3 | 2 | . | -7 | 1 | -4 | 4 | -5 | -3
COC(C/C=C/[C@H](O)[C@@H](C)OCc1ccccc1)OC | -5 | -0.1 | 8 | 5 | -21 | 2 | -6 | -6
CC[C@@H](C)CN1C(=O)N[C@@H](CCc2ccccc2)C(C(C)=O)=C1C | -3 | -0.2 | -1 | -2 | 0 | 0 | 2 | -14
O=C1CCC(C(=O)OCC(=O)Nc2ccccc2Br)=NN1 | . | -0.1 | -4 | 2 | -6 | 4 | -3 | -1
CCCCS(=O)(=O)NCC1CCN(C(=O)C(=O)c2cc3ccccc3o2)CC1 | . | 0.0 | . | 7 | . | . | -1 | -15
O=S(=O)(c1ccc(Br)c2ccccc12)N1CCOCC1 | -6 | 0.2 | 1 | -8 | -2 | -1 | -2 | -10
Cc1cc(O)c(C(C)C)cc1NC1=NS(=O)(=O)c2ccccc21 | -3 | . | -4 | . | -4 | -6 | . | .
CC1CN(S(=O)(=O)c2ccc(C(=O)Nc3nnc(-c4ccc5c(c4)CCCC5)o3)cc2)CC(C)O1 (stereo not given) | 14 | 0.3 | 8 | -1 | 4 | -2 | -2 | 0
O=C(c1ccc(=O)oc1)N1CCOCC1 | 1 | . | 0 | . | -17 | -1 | . | .
O=C(CN1C(=O)/C(=C\c2ccco2)SC1=S)Nc1ccc(O)cc1C(=O)O | 11 | -0.1 | -15 | 9 | -33 | -2 | 73* | -123
O=C(C[C@@H]1CC[C@@H]2[C@H](COC[C@H](O)CN2C(=O)c2ccc(F)cc2)O1)NCCCN1CCOCC1 | -7 | 0.0 | -5 | 2 | -8 | 4 | 1 | 6
Cc1cccc(OCC(=O)N(Cc2ccc(F)cc2)C2CCS(=O)(=O)C2)c1C (stereo not given) | -2 | . | -2 | 0 | 1 | 4 | 1 | -12
COc1cc(OC)c(C2=NOC(C(=O)NCc3cccnc3)C2)cc1Cl (stereo not given) | 3 | . | -7 | 1 | -4 | -1 | -1 | 6
CO[C@H]1CN(C)C(=O)c2cc(NS(=O)(=O)c3cccc(C)c3)ccc2OC[C@H](C)NC[C@H]1C | 2 | -0.1 | 2 | -4 | 5 | 4 | 0 | -6
CCCCc1noc(-c2c(-c3ccccc3Cl)noc2C)n1 | 1 | . | . | 4 | . | . | -1 | -20

Assay outcomes deposited in PubChem by Broad Institute.
